NR2E3 ag-1: agonists of human nuclear receptor NR2E3. GST-NR2E3/biotin-RetCOR TR-FRET, 1536-well. inhibition of corepressor binding, % at 4.78 µM. AID 2300. actives 0.12% (n = 320,000);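 active means percent inhibition above the cutoff of mean plus 3 SD of all tested compounds, set per screening campaign, cut at about 20% in these data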;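 further: 0% = DMSO wells and 100% = biotin wells as full block of FRET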
Target sequence (Q9Y5X4 whole entry, looked up): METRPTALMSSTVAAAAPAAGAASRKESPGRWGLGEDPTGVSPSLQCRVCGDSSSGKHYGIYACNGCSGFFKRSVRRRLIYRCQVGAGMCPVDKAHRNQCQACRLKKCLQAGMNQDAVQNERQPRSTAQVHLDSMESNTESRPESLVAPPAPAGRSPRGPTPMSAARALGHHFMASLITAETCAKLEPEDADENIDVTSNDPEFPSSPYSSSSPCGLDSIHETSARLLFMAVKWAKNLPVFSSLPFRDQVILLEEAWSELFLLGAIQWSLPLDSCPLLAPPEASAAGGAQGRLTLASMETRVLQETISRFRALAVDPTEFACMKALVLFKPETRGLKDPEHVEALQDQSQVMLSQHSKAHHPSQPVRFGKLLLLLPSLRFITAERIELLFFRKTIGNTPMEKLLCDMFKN
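Format: 1536-well format; test system: GST-NR2E3 and biotin-RetCOR proteins; read-out basis: percent inhibition of TR-FRET ratio; timing: 5 h incubation at 4 °C; detection: time-resolved FRET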
CaV13 ICDI inh: Primary screen for inhibitors of IQ motif and Ca2+-dependent inactivation inhibitor domain binding in CACNA1D, Förster resonance energy transfer in living cells, …; HEK cells, CFP/YFP FRET ICDI-IQ, plate reader, 10 min; percent FRET-ratio fall versus neutral wells; inhibition, % at 12.3 µM; actives 0.098% (n = 340,000);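 active means mean replicate inhibition of at least 30% and at least 1% of replicates passing that level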;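 further: 0% = median of the neutral control wells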
Peg3 promoter: inhibitors of Peg3 promoter. HeLa PEG-Prom luciferase reporter, luminescence, overnight. inhibition, % at 20 µM. actives 1.7% (n = 360,000). AID 588405;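 active means inhibition of at least 50% at 20 µM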
PDI turbidity: inhibitors of human protein disulfide isomerase; actives 0.052% (n = 350,000); inhibition, % at 10 µM; AID 588391; PDI insulin aggregation turbidity, A650, 90 min; P07237;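 active means mean inhibition across replicates of 30% or more, whatever share of single replicates reach that level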;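 further: absorbance from insulin aggregation driven by PDI reduction with DTT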
Target sequence (P07237 whole entry, looked up): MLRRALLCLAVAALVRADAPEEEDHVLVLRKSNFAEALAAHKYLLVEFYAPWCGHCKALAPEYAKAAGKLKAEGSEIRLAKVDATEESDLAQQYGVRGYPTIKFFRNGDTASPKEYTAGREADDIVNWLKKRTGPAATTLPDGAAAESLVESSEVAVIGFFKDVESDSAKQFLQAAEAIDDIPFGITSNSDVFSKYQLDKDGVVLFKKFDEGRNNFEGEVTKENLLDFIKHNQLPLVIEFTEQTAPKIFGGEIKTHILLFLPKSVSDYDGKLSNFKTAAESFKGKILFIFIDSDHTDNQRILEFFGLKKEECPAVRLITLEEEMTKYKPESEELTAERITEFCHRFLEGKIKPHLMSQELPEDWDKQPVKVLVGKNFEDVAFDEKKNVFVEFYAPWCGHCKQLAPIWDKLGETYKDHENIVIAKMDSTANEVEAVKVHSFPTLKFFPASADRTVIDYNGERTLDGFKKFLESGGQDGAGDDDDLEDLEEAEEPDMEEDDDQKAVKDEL
KKLEB cytotox: counter-screen for CF NF-kB inhibitors: cytotoxicity | KKLEB CF airway cells viability, ATPlite luminescence, overnight; hits give low values; cells stimulated with P. aeruginosa culture filtrate | activity change (cytotoxicity), % at 5 µM | actives 0.36% (n = 360,000);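 active means corrected activity change at or below -50% at 5 µM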
CF NFkB block: cystic fibrosis NF-kB activation inhibition; KKLEB NF-kB-GFP reporter, PAF-induced, GFP fluorescence overnight; inhibition, % at 5 µM; actives 0.86% (n = 360,000); AID 588850;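 active means at least 50% inhibition at 5 µM, scaled per plate between neutral and stimulator controls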;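 further: PAF is a Pseudomonas aeruginosa culture filtrate used as stimulus; plate controls were PAF-stimulated DMSO wells for no effect and unstimulated DMSO wells for full effect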
HIF-2a inh: blocks HIF-2a reporter activity. 786-0 RCC cells HIF-2a reporter, luciferase luminescence, overnight. AID 624352. inhibition, % at 18.8 µM. actives 0.72% (n = 360,000);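 active means inhibition of the luminescence signal of 40% or more relative to plate controls, in a single-dose primary screen at 18.75 µM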
NR2E3 ag-2: agonists of human NR2E3 nuclear receptor; CHO-S Gal4-NCOR/VP16-NR2E3 two-hybrid, luciferase; inhibition of corepressor binding, % at 3.98 µM; actives 0.35% (n = 360,000); AID 602229;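 active means inhibition above the mean of all tested compounds plus 3 SD, cut at about 70% in these data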;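 further: 0% = DMSO with NR2E3 transfected cells and 100% = cells lacking NR2E3 construct; higher means lower luciferase signal from less NR2E3 corepressor binding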
Vif imaging: HIV Vif inhibition; HEK293T cells, Vif self-association by quenched fluorescence, imaging, 24 h; inhibition, % at 7.49 µM; actives 0.35% (n = 340,000); in the data active means inhibition above about 50%, passing the limit was not always enough; further: some results filed as inactive read as strong as hits
Shn3 inh set2: inhibitors of Schnurri-3 3'UTR reporter in osteoblasts. actives 0.52% (n = 360,000). Clone20 osteoblast Shn3 3'UTR firefly luciferase, 24 h. inhibition, % at 12.5 µM;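 active means mean inhibition of at least 75% with every replicate also reaching 75%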;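 further: 0% = median of neutral control wells and 100% = pilot-screen positive control compound; some compounds past the cut are filed as inactive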
MITF TRPM1 inh: MITF TRPM1 promoter inhibition in SK-MEL-5 cells. SK-MEL-5 TRPM1 promoter luciferase, 24 h. inhibition, % at 12.5 µM. actives 0.83% (n = 330,000);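 active means mean inhibition across replicates of 60% or more, whatever share of single replicates reaches that level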; further: values of inactives mirror those of a sister screen read the other way
The depositor's hits bear a star; x = not tested or not shown.

Structure | NR2E3 ag-1 | CaV13 ICDI inh | Peg3 promoter | PDI turbidity | KKLEB cytotox | CF NFkB block | HIF-2a inh | NR2E3 ag-2 | Vif imaging | Shn3 inh set2 | MITF TRPM1 inh
Cc1ccc(NC(=O)C(C)OC(=O)c2cc(=O)[nH]c3ccccc23)cc1S(=O)(=O)N1CCOCC1 (configuration not stated) | x | -3 | 2 | -2 | -7 | 7 | 16 | -13 | 0 | 1 | 11
CC1(C(=O)CSc2nc3ccccc3[nH]2)CCC(=O)O1 (configuration not stated) | 2 | 1 | 12 | 12 | 2 | -1 | 13 | -18 | 6 | -15 | -1
Cn1cnnc1SCC(=O)c1ccc2c(c1)CCCC2 | 3 | -8 | -128 | -3 | -4 | -10 | -185 | -51 | 0 | -51 | -28
CN(Cc1cccs1)C(=O)COc1ccc(-c2nnco2)cc1 | 0 | -6 | -16 | 0 | 2 | -1 | 15 | -5 | x | 1 | 12
O=C(CNS(=O)(=O)c1ccc2ccccc2c1)NCCc1ccccn1 | 5 | 1 | 7 | 0 | 4 | -6 | 14 | -34 | 8 | 5 | -4
c1ccc(CNc2ncnc3nc[nH]c23)cc1 | 2 | -5 | -15 | 0 | -32 | 8 | -19 | -20 | -7 | -6 | -8
O=C(O)CCc1ccc(-c2cccs2)n1NC(=O)c1ccc(O)cc1 | 0 | -9 | 4 | 12 | 0 | 3 | -5 | 3 | -5 | -9 | 2
O=S(=O)(Nc1cccc(S(=O)(=O)N2CCCC2)c1)c1ccccc1F | x | -6 | 2 | -6 | -6 | 13 | 16 | -6 | 3 | -13 | 9
Cc1c2c(nc3ccccc13)OCC2 | x | -2 | 13 | 1 | 4 | 2 | -2 | -18 | -1 | -4 | 7
O=C(CCCN1CCN(c2ccccn2)CC1)c1ccc(F)cc1 | -2 | -5 | 2 | 1 | -1 | 16 | -3 | 9 | 4 | -2 | 5
Cc1ccc(Cc2c(-c3ccc(Cl)cc3)nc3c(Cl)cc(C(F)(F)F)cn23)cc1 | x | -4 | -34 | x | -3 | 18 | -37 | 19 | x | 2 | x
N#CC(c1cccc(Cl)c1)c1ncc(C(F)(F)F)cc1Cl (configuration not stated) | 1 | -5 | 9 | -4 | 1 | 6 | 17 | 20 | -20 | -15 | -3
CCOc1ccc(N2CC(C(=O)NC3CCSC3=O)CC2=O)cc1 (configuration not stated) | -1 | -7 | 12 | -2 | 3 | 9 | 0 | -24 | 7 | -9 | 2
CC(C)CNC(=O)C(=O)Nc1ccc(N(C)C)cc1 | -2 | -2 | -227 | -2 | -1 | 3 | -214 | -97 | 4 | -58 | -57
CCOC(=O)[C@H]1[C@H]2COc3ccccc3[C@@H]2N2C(=O)c3ccccc3NC(=O)[C@@]12C | -2 | -10 | 11 | 1 | 8 | 5 | -1 | 0 | 1 | 3 | 1
O=C(O)c1ccc(C(=O)c2ccc3c(c2)C(=O)N(CCO)C3=O)cc1 | 0 | 8 | -15 | 2 | 14 | -19 | 12 | -6 | -2 | 10 | -2
Cc1nnc(NC(=O)CSc2nnc(C)n2-c2ccc(F)cc2)s1 | 4 | -6 | 22 | 0 | -3 | 6 | 13 | -12 | 8 | -9 | 21
CN(CCCNC(=O)c1cccn2c(=O)c3ccccc3nc12)Cc1ccccc1 | -1 | -11 | 40 | -6 | -12 | 3 | -10 | -12 | 0 | 6 | -8
Cc1cccc(N2CCN(C(=O)c3cccc(S(=O)(=O)N4CCOCC4)c3)CC2)c1C | x | -5 | 16 | -5 | -6 | 14 | 2 | 1 | x | 39 | 9
CCCn1c(N)c(C(=O)COC(=O)CCS(=O)(=O)c2ccc(C)cc2)c(=O)[nH]c1=O | 1 | -6 | 3 | -3 | 10 | -14 | 12 | 21 | 17 | -2 | 2
COC(=O)Cc1c(C)nc2nc(NCc3ccc(Cl)cc3)[nH]n2c1=O | 0 | -4 | 22 | -6 | -7 | 5 | 18 | -6 | 3 | -6 | -2
CN1CCN(CC(=O)Nc2ccc(Oc3ccccc3)cc2)CC1 | -3 | -8 | -91 | 6 | -3 | -11 | -31 | 0 | 0 | 2 | -12
CC(=O)OCC1=C(C(=O)O)N2C(=O)C(NC(=O)c3ccc(F)cc3)C2SC1 (configuration not stated) | 0 | -5 | 1 | 1 | 5 | -15 | 14 | -17 | -2 | 0 | 5
COc1ccc(S(=O)(=O)NN(C)c2nc(C(F)(F)F)nc3ccccc23)cc1 | -1 | -3 | 15 | 11 | -16 | -15 | 18 | -8 | x | -5 | 9
O=C1N[C@@H](Cc2cnc[nH]2)C(=O)N2CCC[C@@H]12 | 4 | -5 | -5 | 3 | -8 | 6 | 3 | -22 | -6 | -10 | 13
CCc1ccccc1NC(=O)CN1C(=O)c2ccccc2S1(=O)=O | 6 | -2 | 9 | 5 | -7 | -13 | 1 | -8 | -1 | -4 | -5
O=C(CN1CCN(Cc2ccccc2Cl)C1=O)NCCCN1CCOCC1 | 3 | 5 | 9 | 4 | 0 | 2 | 7 | -17 | -2 | 12 | 14
O=C(COC(=O)c1ccccc1)Nc1ncc([N+](=O)[O-])s1 | x | -3 | -64 | -5 | 23 | 8 | -81 | -76 | -11 | -25 | -28
O=C(NCc1ccco1)c1ccc2c(=O)n(-c3ccccc3)c(=O)n(Cc3cccc(F)c3)c2c1 | 3 | 17 | 14 | -10 | -10 | 26 | 21 | -16 | 15 | 15 | 3
Cc1nnc(SCc2nc3sc(C(=O)O)c(C)c3c(=O)[nH]2)s1 | -1 | -5 | 7 | 1 | 2 | 8 | 6 | -14 | -1 | -4 | 1
COc1ccccc1CNC(=O)c1ccc(-c2ccccc2)cc1 | 3 | -19 | -61 | 16 | 0 | 4 | -77 | -29 | -4 | 11 | -12
O=C(NCc1ccccc1)c1ccccc1C(=O)c1ncc[nH]1 | 3 | 12 | 11 | 0 | -3 | 7 | 10 | 6 | 6 | -4 | -2
O=C(NCc1ccc(Cl)c(Cl)c1)c1cc(C2CCCCN2C(=O)OCCF)on1 (configuration not stated) | x | -6 | 27 | -2 | -23 | 8 | 6 | 4 | -7 | 2 | x
O=C(O)c1ccccc1Nc1ccc([N+](=O)[O-])c2nonc12 | -5 | x | 18 | -4 | 8 | -2 | 26 | -1 | 8 | -14 | 7
COc1ccc(CCn2nnnc2C(CC(C)C)N2CCC(C(N)=O)CC2)cc1OC (configuration not stated) | 3 | -4 | 14 | 3 | -3 | 2 | 12 | -6 | -1 | 8 | 8
CC(=O)O[C@H]1C(=O)[C@@]2(C)[C@H]([C@H](OC(=O)c3ccccc3)[C@]3(O)C[C@H](OC(=O)[C@H](O)[C@@H](NC(=O)c4ccccc4)c4ccccc4)C(C)=C1C3(C)C)[C@]1(OC(C)=O)CO[C@@H]1C[C@@H]2O | -1 | -6 | -6 | -25 | 31 | 22 | 13 | -26 | 4 | -6 | 9
COc1ccc(CNc2nc(=S)[nH]c3cc(OC)c(OC)cc23)cc1 | -3 | -4 | 8 | 2 | 9 | 1 | 9 | -10 | -3 | 5 | -16
O=S(=O)(NN=C(c1ccccc1)c1ccccc1)c1ccccc1 | x | -7 | -1 | 9 | -3 | 10 | 4 | -16 | -15 | -1 | x
CNCC(=O)Nc1c(C)n[nH]c1C | -6 | -2 | 15 | -1 | 20 | -15 | 14 | -17 | 4 | -7 | 19
CCOc1ccc(-c2nnc3ccc(SC(C)C)nn23)cc1 | 3 | -6 | 36 | -2 | -6 | -6 | 16 | -6 | 2 | 9 | -2
CCCN1C(=O)CC(Sc2ncccc2C(=O)O)C1=O (configuration not stated) | -2 | -4 | -1 | -11 | 13 | 0 | 8 | -26 | 5 | x | 17
CC1=C(C(=O)OCCOC(C)C)C(c2cc3c(cc2Br)OCO3)CC(=O)N1 (configuration not stated) | -1 | -4 | 2 | 5 | -1 | 0 | 0 | -12 | -5 | 21 | -5
COC(=O)c1[nH]c2ccc(Cl)cc2c1NC(=O)C1CC1 | 1 | -2 | -1 | -4 | -7 | 8 | 17 | 23 | 2 | 3 | -12
O=C(Nc1ccc(S(=O)(=O)Nc2nccs2)cc1)c1ccc(S(=O)(=O)N2CCOCC2)cc1 | 1 | -4 | -1 | 2 | 0 | 13 | 16 | -16 | 12 | 1 | -5
CSc1nncc(/C(C)=N/O)n1 | 1 | -5 | -21 | -4 | 1 | 7 | 15 | -8 | 3 | -20 | -5
COC(=O)c1ccc(NC(=O)Cn2nc(C)c3ccccc3c2=O)cc1 | 0 | -19 | 1 | -5 | -1 | -20 | 8 | -13 | -4 | 1 | 4
N=c1ccn(CC(=O)NC(N)=O)c2ccccc12 | -1 | -8 | 7 | 6 | 5 | 1 | 4 | -17 | 7 | -11 | 3
C=C(C)C(=O)Nc1cccc(C2=NOC3(C2)C[C@@H](C(N)=O)N(C(=O)c2cc([N+](=O)[O-])cc([N+](=O)[O-])c2)C3)c1 (some centres not stated) | -5 | -5 | 6 | -3 | -5 | 9 | 13 | 7 | -3 | -31 | -5
Cc1cccc(Cn2cccc2/C=C2/C(=N)N3C=CSC3=NC2=O)c1 | -6 | -10 | 11 | 2 | -6 | -6 | -2 | -9 | 10 | -15 | -8
Cc1cccc(NC(=O)COC(=O)COc2ccc3c(c2)CCC3)c1 | 1 | -7 | 7 | 5 | -8 | 10 | 14 | 0 | 22 | 0 | 4
CCOC(=O)N1CCN(C(=O)CS(=O)(=O)c2cn(Cc3ccc(F)cc3)c3ccccc23)CC1 | -1 | -3 | -1 | x | 10 | -7 | 4 | 9 | 6 | -5 | x
COc1cccc(N2CC(O)=C(c3ccccc3)C2=N)c1 | 1 | 1 | -15 | 5 | -8 | 1 | 5 | 7 | 5 | -4 | 6
O=C1Cc2cc(NS(=O)(=O)c3cc(F)ccc3F)cc3c2N1CCC3 | -3 | x | -13 | 15 | 3 | 1 | -8 | -9 | -6 | 6 | -2
Cc1cccc(CCNC(=O)CCNC(=O)Cn2ccc3ccccc3c2=O)c1 | 1 | -3 | 4 | -14 | 4 | 10 | 9 | 21 | -9 | -3 | 13
CCNC(=S)N1CCC(NC(=O)c2ccco2)CC1 | -1 | -2 | 25 | -4 | 0 | 8 | 14 | 1 | -1 | -24 | -1
Cn1c(-c2ccc(F)cc2)cc2onc(-c3ccccc3Cl)c2c1=O | 1 | -5 | -370 | 5 | -3 | 14 | -224 | -64 | 6 | -41 | -78

Compound activity (PubChem)

Compounds were not picked by outcome (roughly 3.3% active in at least one column).
